Screens: PubChem BioAssay, NCI
NCI-60 one-dose screen, 48 h, at 10 µM unless noted. Numbers give growth in % (100 = growth as untreated, 0 = no growth, -100 = all killed).
RPMI-8226 = RPMI-8226 leukemia cells. 77,000 compounds, 7.5% hits. AID 1794781
SR = SR leukemia cells; 73,000 compounds, 8.7% hits
MDA-MB-231 = MDA-MB-231 breast cancer; AID 1794789; 81,000 compounds, 5% hits
K-562 = K-562 leukemia | 78,000 compounds, 7.4% hits | AID 1794777
MOLT-4 = MOLT-4 leukemia cells. 80,000 compounds, 6.9% hits. AID 1794779
MDA-MB-468 = MDA-MB-468 breast cancer. 78,000 compounds, 8.5% hits
CCRF-CEM = CCRF-CEM leukemia | 77,000 compounds, 7% hits
MDA-MB-435 = MDA-MB-435 melanoma; AID 1794794; 82,000 compounds, 7.8% hits
Starred values were filed as active, the others as inactive; . = no result given; & = joins results of further samples. How the source made its calls: active means growth percent below 10; inactive means the rest. These rows are one share of the data; rates above refer to the full screens.

Compound | RPMI-8226 | SR | MDA-MB-231 | K-562 | MOLT-4 | MDA-MB-468 | CCRF-CEM | MDA-MB-435
CC(/C=C/c1ccccc1)=N\OCC(=O)Nc1ccc(Cl)cc1 | 96 | 47 | 101 | 68 | 102 | 103 | 74 | 106
CC12CCC(=O)C=C1CCC1C2CCC2(C)C1CCC2(O)C(=O)CO (stereo not given) | 100 | 82 | 105 | 90 | 88 | 107 | 109 | 117
CCn1cc(C(=O)O)c(=O)c2cnc(N3CCNCC3)nc21 | . | . | 109 | . | 102 | 109 | . | 102
O=C(O)CCC(=O)c1ccc(-c2ccccc2)cc1 | 96 | 104 | 92 | 103 | 106 | 91 | 107 | 93
CC(=O)CCCCn1c(=O)c2c(ncn2C)n(C)c1=O | 117 | . | 121 | 118 | 120 | 100 | 174 | 107
O=C(c1ccc2nc(NS(=O)(=O)c3ccc4ccccc4c3)sc2c1)N1CCN(Cc2ccc3c(c2)OCO3)CC1 | 84 | 100 | 94 | 74 | 92 | 98 | 93 | 112
O=C(Nc1ccc(Cl)cc1F)c1ccccc1O | . | 16 | 39 | 30 | 30 | 6.3* | 53 | 41
CN1CCC(CNc2ccc3ncc(-c4cccc(OC(F)(F)F)c4)n3n2)CC1 | -45* | -19* | -80* | -47* | -5.0* | -85* | -5.5* | -96*
CC(=O)Nc1ccc(C(=O)/C=C/c2ccccc2)cc1 | . | 50 | 93 | 80 | 82 | 91 | 95 | 89
Oc1cc2c(cc1O)[C@H]1c3ccc(O)c(O)c3OC[C@@]1(O)C2 | 101 | 145 | 97 | 94 | 107 | 97 | 103 | 102
O=C(/C=C/c1ccc(Cl)c(Cl)c1)c1ccc(Cl)nc1 | . | . | 104 | 75 | 87 | 92 | 85 | 89
Cn1cc(-c2nc(N)nnc2-c2c[nH]c3ccc(F)cc23)c2ccccc21 | 100 | 61 | 92 | 96 | 97 | 44 | 100 | 97
CN1CCCN=C1COC(=O)C(O)(c1ccccc1)C1CCCCC1 (stereo not given) | 95 | . | 94 | 100 | 91 | 105 | 83 | 96
O=C(O)c1cccnc1Nc1cccc(C(F)(F)F)c1 | . | 107 | 86 | . | 101 | 95 | . | 108
[2H]C([2H])([2H])c1nc2c(F)cc(-c3nc(Nc4ccc(CN5CCN(C([2H])([2H])C)CC5)cn4)ncc3F)cc2n1C(C)C | 38 | 22 | 64 | 37 | 18 | 95 | 21 | 54
Oc1ccc2c(c1)OCC1(O)Cc3cc(O)c(O)cc3C21 (stereo not given) | 62 | 78 | 93 | 21 | 316 | . | 71 | 92
COc1ccc(-c2ccc3c(N4CCOC[C@@H]4C)nc(N4CCOC[C@@H]4C)nc3n2)cc1CO | 4.8* | 9.0* | 13 | 13 | 12 | -27* | 16 | -14*
N=C(N)c1ccc(NC(=O)COCC(=O)Nc2ccc(C(=N)N)cc2)cc1 | 104 | 118 | 112 | 102 | 107 | 98 | 111 | 115
COc1ccc(C2CC(c3c(O)ccc4c(C)cc(=O)oc34)=NN2c2ccc(S(N)(=O)=O)cc2)cc1 (stereo not given) | 83 | 76 | 118 | 109 | 100 | 108 | 98 | 116
Cn1cc(C(=O)c2nc(-c3cn(C)c4ccc(Cl)cc34)no2)c2cc(Br)ccc21 | 90 | 94 | 99 | 95 | 92 | 97 | 84 | 103
N#Cc1c(-c2ccccc2)nc(N=Nc2c(O)[nH]c3ccccc23)[nH]c1=O | 100 | 104 | 104 | 103 | 105 | 100 | 102 | 102
c1ccc2c(c1)CN[C@@H](CN(CCCCN1CCOCC1)[C@H]1CCCc3cccnc31)C2 | 85 | . | 74 | 72 | 96 | 109 | 91 | 104
COc1ccc(C2CNC(=O)C2)cc1OC1CCCC1 (stereo not given) | 92 | 102 | 90 | 100 | 105 | 105 | 90 | 108
COc1ccc2[nH]cc(-c3nnc(N)nc3-c3cn(C)c4ccc(Br)cc34)c2c1 | 107 | 82 | 85 | 112 | 96 | 96 | 92 | 97
CCc1ccc(CCOc2ccc(CC3SC(=O)NC3=O)cc2)nc1 (stereo not given) | 78 | . | . | 100 | 84 | 103 | 81 | 103
COc1ccc2[nH]cc(-c3nc(N)nnc3-c3cn(C)c4ccccc34)c2c1 | 100 | 81 | 87 | 76 | 91 | 84 | 89 | 96
CC1=C(C(=O)Nc2ccc(S(N)(=O)=O)cc2)C(c2cccc(O)c2)NC(=S)N1 (stereo not given) | 110 | 101 | 99 | 96 | 102 | 96 | 100 | 107
Brc1ccc([C@@H]2C[C@@H]3Cc4ccc5ccccc5c4N2O3)s1 | 81 | 73 | 79 | 83 | 55 | 86 | 74 | 88
C/C=C/C(=O)N(CC)c1ccccc1C | 107&106 | 103&103 | 111&91 | 102 | 103&118 | 103&111 | 98&93 | 103&94
Cc1cc([C@@H](C)Nc2ccccc2C(=O)O)c2nc(N3CCOCC3)cc(=O)n2c1 | 72 | . | 60 | 67 | 21 | 9.8* | 24 | 58

In the list so far, five contain an aryl methoxy group.
Compound | RPMI-8226 | SR | MDA-MB-231 | K-562 | MOLT-4 | MDA-MB-468 | CCRF-CEM | MDA-MB-435
COc1ccc(-c2ccc3c(N4CCOC[C@@H]4C)nc(N4CCOC[C@@H]4C)nc3n2)cc1CO | 4.8* | 9.0* | 13 | 13 | 12 | -27* | 16 | -14*
COc1ccc(C2CC(c3c(O)ccc4c(C)cc(=O)oc34)=NN2c2ccc(S(N)(=O)=O)cc2)cc1 (stereo not given) | 83 | 76 | 118 | 109 | 100 | 108 | 98 | 116
COc1ccc(C2CNC(=O)C2)cc1OC1CCCC1 (stereo not given) | 92 | 102 | 90 | 100 | 105 | 105 | 90 | 108
COc1ccc2[nH]cc(-c3nnc(N)nc3-c3cn(C)c4ccc(Br)cc34)c2c1 | 107 | 82 | 85 | 112 | 96 | 96 | 92 | 97
COc1ccc2[nH]cc(-c3nc(N)nnc3-c3cn(C)c4ccccc34)c2c1 | 100 | 81 | 87 | 76 | 91 | 84 | 89 | 96

Given with each value named: part of the list above
> Cn1cc(C(=O)c2nc(-c3cn(C)c4ccc(Cl)cc34)no2)c2cc(Br)ccc21
  RPMI-8226: 90 | SR: 94 | MDA-MB-231: 99 | K-562: 95 | MOLT-4: 92 | MDA-MB-468: 97 | CCRF-CEM: 84 | MDA-MB-435: 103
> N#Cc1c(-c2ccccc2)nc(N=Nc2c(O)[nH]c3ccccc23)[nH]c1=O
  RPMI-8226: 100 | SR: 104 | MDA-MB-231: 104 | K-562: 103 | MOLT-4: 105 | MDA-MB-468: 100 | CCRF-CEM: 102 | MDA-MB-435: 102
> c1ccc2c(c1)CN[C@@H](CN(CCCCN1CCOCC1)[C@H]1CCCc3cccnc31)C2
  RPMI-8226: 85 | SR: . | MDA-MB-231: 74 | K-562: 72 | MOLT-4: 96 | MDA-MB-468: 109 | CCRF-CEM: 91 | MDA-MB-435: 104

(continued)
Compound | RPMI-8226 | SR | MDA-MB-231 | K-562 | MOLT-4 | MDA-MB-468 | CCRF-CEM | MDA-MB-435
CCN(CC)CCNC(C(=O)OCCC(C)C)c1ccccc1 (stereo not given) | 82 | . | 85 | . | 88 | 75 | 63 | 101
COC(=O)[C@H](O)[C@H]1C(C)(C)[C@H](O)C2CC3=C4CC(=O)O[C@@H](c5ccoc5)[C@]4(C)CC[C@@H]3[C@@]1(C)C2=O | 101 | 96 | 97 | 101 | 102 | 91 | 100 | 105
[2H]c1nc(Nc2ncc3c(C)c(C(C)=O)c(=O)n(C4CCCC4)c3n2)c([2H])c([2H])c1N1CCNCC1 | 33 | 54 | 66 | 51 | 29 | 98 | 48 | 66
C[C@@H]1CC2C3CCC4=CC(=O)C=C[C@]4(C)[C@@]3(Cl)[C@@H](O)C[C@]2(C)[C@@]1(OC(=O)c1ccco1)C(=O)CCl (stereo not given in full) | 56 | 55 | 72 | 57 | 32 | 104 | 30 | 73
CC1(C)O[C@@H]2CC3C4C[C@H](F)C5=CC(=O)C=C[C@]5(C)[C@@]4(F)[C@@H](O)C[C@]3(C)[C@]2(C(=O)CO)O1 (stereo not given in full) | 49 | 104 | 103 | 112 | 88 | 111 | 44 | 94
CNC(=O)c1nn(C)c2c1C(C)(C)Cc1cnc(Nc3ccc(N4CCN(C)CC4)cc3)nc1-2 | 0.4* | -1.8* | 15 | 5.4* | 2.3* | -13* | 10 | 21
CN1CCN(c2ccc(OC(F)(F)F)c(Nc3ncc4c(n3)-c3c(c(C(N)=O)nn3CCO)CC4)c2)CC1 | 33 | 4.8* | 32 | 8.7* | 18 | 9.1* | 18 | -51*
Cc1c(F)cc(C(=O)NC2CC2)cc1-c1ccc(C(=O)NCC(C)(C)C)cn1 | 101&89 | 91&81 | 90&111 | 100&86 | 100&93 | 96&100 | 105&97 | 110&105
CCCc1nc(C(C)(C)O)c(C(=O)O)n1Cc1ccc(-c2ccccc2-c2nn[nH]n2)cc1 | 104 | 86 | 109 | . | 107 | 112 | 96 | 106
COC(=O)C(C)(C)C1Oc2ccc(Cl)cc2C(=O)/C1=C\NS(=O)(=O)c1ccc(C)cc1 (stereo not given) | 81 | 104 | 116 | 97 | 97 | 87 | 100 | 106
CCOc1cc2ncc(C#N)c(Nc3ccc(OCc4ccccn4)c(Cl)c3)c2cc1NC(=O)/C=C/CN(C)C | -7.6* | -6.6* | -40* | -48* | 20 | -35* | 3.9* | -88*
Cc1cccc2c1NC(=O)C2(c1ccc(O)cc1)c1ccc(O)cc1 | 81 | 89 | 86 | 100 | 84 | -11* | 71 | 105
CC(/C=C/c1ccc(Cl)cc1)=N\OCC(=O)O | 99 | 83 | 113 | 84 | 90 | 102 | 90 | 101
O=C(CCCl)NCc1ccccc1 | 101 | . | 111 | . | . | 85 | 79 | 100
CCCCNc1ccc(C(=O)OCCN(C)C)cc1 | 99 | 103 | 97 | 99 | 80 | 97 | 95 | 106

(next part)
Abbreviations: A = RPMI-8226; B = SR; C = MDA-MB-231; D = K-562; E = MOLT-4; F = MDA-MB-468; G = CCRF-CEM; H = MDA-MB-435
CCN(CC)CCOC(=O)c1ccc(N)cc1
  A: 114&98; B: 87&114; C: 152&103; D: 141&107; E: 74&106; F: 113&99; G: 101&98; H: 99&110
Cc1cc(O)c(C)c(C)c1O
  A: 115; B: 129; C: 111; D: 125; E: 108; F: 46; G: 101; H: 91
Cc1cc(Nc2nc(N[C@@H](C)c3ncc(F)cn3)ncc2Cl)n[nH]1
  A: 90; B: 7.0*; C: 84; D: 78; E: 62; F: 100; G: 77; H: 77
COc1ccc2c(c1)c(-c1nnc(N)nc1-c1c[nH]c3ccccc13)cn2C
  A: 75; B: 56; C: 62; D: 65; E: 88; F: 59; G: 72; H: 82
CC1Cc2ccccc2N1NC(=O)c1ccc(Cl)c(S(N)(=O)=O)c1 (stereo not given)
  A: 101; B: .; C: 104; D: 103; E: 87; F: 95; G: 96; H: 102
O=C(O)c1ccc2ccccc2c1O
  A: 123; B: 84; C: 102; D: 106; E: 101; F: 114; G: 113; H: 113
CC(C)(O)CC(=O)NCCn1ccc2ncnc(Nc3ccc(Oc4cccc(C(F)(F)F)c4)c(Cl)c3)c21
  A: 11; B: 3.0*; C: 12; D: 4.5*; E: 7.3*; F: -44*; G: 8.0*; H: 14
Cc1cc2c(F)c(Oc3ncnn4cc(OC[C@@H](C)O)c(C)c34)ccc2[nH]1
  A: 85; B: 72; C: 95; D: 64; E: 75; F: 98; G: 73; H: 103

An excerpt from above in order of length of the SMILES, rising:
Abbreviations: A = RPMI-8226; B = SR; C = MDA-MB-231; D = K-562; E = MOLT-4; F = MDA-MB-468; G = CCRF-CEM; H = MDA-MB-435
Cc1cc(O)c(C)c(C)c1O
  A: 115; B: 129; C: 111; D: 125; E: 108; F: 46; G: 101; H: 91
CCN(CC)CCOC(=O)c1ccc(N)cc1
  A: 114&98; B: 87&114; C: 152&103; D: 141&107; E: 74&106; F: 113&99; G: 101&98; H: 99&110
COc1ccc2c(c1)c(-c1nnc(N)nc1-c1c[nH]c3ccccc13)cn2C
  A: 75; B: 56; C: 62; D: 65; E: 88; F: 59; G: 72; H: 82
